HP1b chromo inh: inhibitors of HP1-beta chromodomain binding to methylated histone tails; actives 0.56% (n = 390,000); AID 540317; AlphaScreen HP1-beta / biotin-H3K9me3 peptide binding; Potency, µM (titrated, usually from 114 µM), for inactives: at the top dose activity change, negative = inhibition, usual class: inhibitors; further: nearly all actives have a fitted effect of over 70% in size; inactives centre near 23
Target sequence (P83916 whole entry, looked up): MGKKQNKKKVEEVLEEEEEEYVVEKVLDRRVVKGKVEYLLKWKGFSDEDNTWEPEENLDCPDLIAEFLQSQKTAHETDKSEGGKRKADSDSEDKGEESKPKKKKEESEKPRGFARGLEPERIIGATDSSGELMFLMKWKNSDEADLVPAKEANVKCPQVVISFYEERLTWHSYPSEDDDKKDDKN
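HP1-beta protein (50 nM final) preincubated 30 min at room temperature with biotinylated H3(1-18)K9me3 peptide (50 nM) in PBS pH 7.4, 0.01% Tween-20, then compound added for 30 min. AlphaScreen streptavidin donor/nickel chelate acceptor beads (10 ug/mL final), 30 min dark, luminescence read.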
Tb PGK inh: inhibitors of T. brucei phosphoglycerate kinase; P07378; PGK/GAPDH coupled, Kinase-Glo luminescence, 60 min; Potency, µM (doses to about 57.5 µM), inactives show top-dose activity change, negative = inhibition, actives largely listed as inhibitors; actives 0.043% (n = 380,000); further: on the % scale 0 is the no-effect control and ±100 the full control effect; nearly all actives have a fitted effect of over 60% in size
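Luminescent ATP detection (Kinase-Glo Plus) follows a 60-minute room-temperature incubation, with wells lacking PGK as controls. Buffer: 100 mM TEA (pH 7.6), 5 mM MgCl2, 0.01% Tween-20. Coupling enzyme GAPDH (100 nM final) supplies unstable 1,3-BPG in-well.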
BLM helicase inh: inhibitors of human Bloom syndrome helicase BLM. P54132. recombinant BLM DNA unwinding, fluorescence dequenching. Potency, µM (doses to about 56.1 µM), for the others: at the top dose activity change, negative = inhibition, most hits filed as inhibitors. actives 0.2% (n = 350,000). AID 2528;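 further: plate controls were vehicle for no effect and no enzyme for full effect; nearly all actives have a fitted effect of over 35% in size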
Pin1 inh: human Pin1 inhibition; actives 0.009% (n = 390,000); Potency, µM (highest dose often 115 µM), without a hit: at the top dose activity, negative = inhibition, usual class: inhibitors; AID 504891; Pin1 FP peptide displacement, HiFluor488, 10 min; active means well fitted inhibition curve with a large enough effect in the polarisation, with a control signal flat, not every such curve was filed as active; inconclusive means small, poorly fitted or top-dose-only effect, or effect the other way, or a change in a side signal; inactive means no such curve, though single readings can be large or run the other way; the % refers to the polarisation; further: on the % scale 0 is the no-effect control and ±100 the full control effect
Target sequence (Q13526 whole entry, looked up): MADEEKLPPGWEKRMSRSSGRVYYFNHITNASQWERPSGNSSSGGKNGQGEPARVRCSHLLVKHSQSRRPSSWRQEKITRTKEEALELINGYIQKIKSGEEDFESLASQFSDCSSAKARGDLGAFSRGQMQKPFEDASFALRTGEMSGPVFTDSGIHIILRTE
Pol iota inh: inhibitors of human DNA polymerase iota; AID 588590; actives 1% (n = 390,000); Potency, µM (series often up to 115 µM), for the others: at the top dose activity, negative = inhibition, hits mostly inhibitors; Pol iota fluorescent replication assay, 10 min
Target sequence (Q9UNA4 whole entry, looked up): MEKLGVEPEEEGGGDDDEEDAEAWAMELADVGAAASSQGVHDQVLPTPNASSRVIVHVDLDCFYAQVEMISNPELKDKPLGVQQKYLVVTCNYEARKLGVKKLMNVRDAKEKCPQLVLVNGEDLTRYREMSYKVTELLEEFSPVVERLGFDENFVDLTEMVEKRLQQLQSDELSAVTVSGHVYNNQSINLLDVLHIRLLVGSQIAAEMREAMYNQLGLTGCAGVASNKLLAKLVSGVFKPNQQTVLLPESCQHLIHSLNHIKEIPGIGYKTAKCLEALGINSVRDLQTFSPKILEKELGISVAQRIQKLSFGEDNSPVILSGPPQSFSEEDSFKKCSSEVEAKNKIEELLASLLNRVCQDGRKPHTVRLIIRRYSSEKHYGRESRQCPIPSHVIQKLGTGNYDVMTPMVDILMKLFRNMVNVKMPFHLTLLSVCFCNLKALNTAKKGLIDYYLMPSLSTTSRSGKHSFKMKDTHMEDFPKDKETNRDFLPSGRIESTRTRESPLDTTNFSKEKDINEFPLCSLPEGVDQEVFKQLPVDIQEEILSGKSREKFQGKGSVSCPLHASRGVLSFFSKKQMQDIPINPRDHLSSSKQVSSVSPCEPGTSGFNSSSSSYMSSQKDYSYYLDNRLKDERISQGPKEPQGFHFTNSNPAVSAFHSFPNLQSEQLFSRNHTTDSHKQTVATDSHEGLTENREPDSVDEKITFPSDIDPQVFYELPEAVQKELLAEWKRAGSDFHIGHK
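Fluorescent replication assay read twice, at 0 min and 10 min after adding 50 nM (final) substrate. Enzyme (10 nM) and compounds were first incubated 15 min at room temperature; enzyme-free buffer wells were negative controls.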
GLS inh: glutaminase GLS (human) inhibition; actives 0.21% (n = 410,000); Potency, µM (titrated, usually from 45.5 µM), for inactives: top-dose activity change, negative = inhibition, usual class: inhibitors; AID 624170; O94925; GLS enzymatic activity, qHTS titration; further: on the % scale 0 is the no-effect control and ±100 the full control effect
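Read-out is an Amplex red fluorescence increase coupled through glutamate oxidase and HRP, measured before and after 30 min room-temperature incubation. hKGA is in 45 mM KH2PO4 (pH 8.2) with 0.02% Tween-20; glutamine added as 1mM solution.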
G9a block: G9a (human) methyltransferase inhibition; Q96KQ7; G9a H3K9 monomethylation, AlphaScreen, 2 h; Potency, µM (top dose mostly 102 µM), inactives show at the top dose activity, negative = inhibition, actives largely listed as inhibitors; actives 8.8% (n = 350,000); further: on the % scale 0 is the no-effect control and ±100 the full control effect; nearly all actives have a fitted effect of over 75% in size
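Chemiluminescent proximity detection of H3K9 monomethylation, read after 10 min bead incubation in the dark. Reaction: 20 nM G9a, 500 nM biotin-H3K9 peptide, 20 uM SAM cofactor, 2 h, room temperature, following 15 min enzyme-compound preincubation.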
JMJD2A Tudor inh: inhibitors of human JMJD2A Tudor domain; Potency, µM (top dose mostly 114 µM), inactives show at the highest dose activity change, negative = inhibition, usual class: inhibitors; AlphaScreen JMJD2A-Tudor / H3K4me3 peptide binding; actives 4.4% (n = 390,000); further: on the % scale 0 is the no-effect control and ±100 the full control effect; nearly all actives have a fitted effect of over 50% in size
BAZ2B inh: inhibitors of human BAZ2B bromodomain; Potency, µM (highest dose often 114 µM), for inactives: at the top dose activity change, negative = inhibition, hits mostly inhibitors; actives 4.4% (n = 360,000); AlphaScreen BAZ2B-H3K14Ac peptide displacement; Q9UIF8; AID 504333; further: on the % scale 0 is the no-effect control and ±100 the full control effect; nearly all actives have a fitted effect of over 60% in size
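AlphaScreen displacement of biotin-H3(5-23)K14Ac peptide (50 nM final) from BAZ2B (50 nM final) in PBS pH 7.4, 0.01% Tween-20; complex preformed 30 min RT, then compounds (top 110 uM) 30 min RT, beads 20 min dark.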
Starred values were filed as active, the others as inactive; i = inactive; ? = inconclusive; . = no result given; & = joins results of further samples; [ ] = another dose, or the depositor's remark. Unless noted, the call rests on the fitted dose curve; in most records, active means well fitted curve in the direction sought with a large enough effect; inconclusive means small, poorly fitted or top-dose-only effect, or another doubt; inactive means no such curve, though single readings can be large; an effect the other way counts as inactive or inconclusive. Potency means the concentration at half of the fitted maximal effect. These rows are one share of the data; count on the stated rates, not on these rows.

SMILES | HP1b chromo inh | Tb PGK inh | BLM helicase inh | Pin1 inh | Pol iota inh | GLS inh | G9a block | JMJD2A Tudor inh | BAZ2B inh
Cc1cccc(NC(=O)CN2C(=O)CSC2=O)c1 | 43%[activator] | 0% | -9% | 3% | 76%[activator] | 6% | . | -6% | ?
COc1ccc(S(=O)(=O)N/N=C\c2ccc3c(c2)OCO3)cc1 | 12% | -10% | -1% | -12% | -7% | 15% | 45%[0.501 µM] | -19% | -32%
CC(C)(C)NC(=O)NC(=O)CN1CCCCCCC1 | 33% | 8% | 1% | -3% | 25% | 4% | ? | -17% | -19%
CS(=O)(=O)c1ccc(N2CCN(S(=O)(=O)c3cccs3)CC2)c([N+](=O)[O-])c1 | 24% | -8% | . | 11% | 31% | 1% | -5%[59 µM] | -17% | -17%
CCOc1ccc(CCNC(=O)C2CCN(c3nn4c(=O)cc(C)nc4s3)CC2)cc1 | 42% | -12% | 0% | 6% | 1% | -5% | -2%[12.7 µM] | -3% | 12%
CCOC(=O)CCS(=O)(=O)c1ccc(-c2ccc(S(=O)(=O)CCC(=O)OCC)cc2)cc1 | 21% | i | -4% | 9% | 23% | -3% | -10%[59 µM] | -14% | 11%
N=C(N)SCc1cccc2ccccc12 | -2% | 0% | 0% | -1% | -4% | 0% | -12%[59 µM] | -20% | 10%
CC(=O)/C(=C/Nc1ccc(Oc2ccccc2)cc1)c1ccccc1 | 43%[activator] | -10% | -6% | -5% | 8% | -2% | 7%[59 µM] | -5% | 12%
CC(=O)c1cccc(NC(=O)C2=CC(c3ccco3)=NS(=O)(=O)N2C)c1 | 12%&40% | 12%&-2% | -6%&-1% | -11%&-7% | -7%&15% | 3%&7% | -26%[59 µM] | -21%&3% | -18%&-1%
CCCC(=O)N1c2ccccc2C(N(C(C)=O)c2ccccc2)CC1C (stereo unspecified) | 16% | i | -3% | -1% | 4% | 4% | -8% | -3% | 5%[57.1 µM]
c1ccc(CNc2ncnc3c2ncn3C2CCCCO2)cc1 (stereo unspecified) | 27% | -4%[11.5 µM] | -1% | -2% | -18% | -8% | ? | -14% | -3%
CCCCC(=O)OCCNC(=O)c1cc2ccccc2oc1=O | 25% | -7% | -3% | 0% | 11% | 10% | -6%[59 µM] | 3% | 5%
CC(Sc1nc2cc([N+](=O)[O-])ccc2n1-c1cccc(C(F)(F)F)c1)C(=O)NC(N)=O (stereo unspecified) | 58%[activator] | -1% | -2% | -1% | 185%[activator] | -1% | -4%[59 µM] | 2% | 0%
O=C(NC1CCN(Cc2ccccc2)CC1)c1cn(-c2ccccc2)nc1-c1cccnc1 | 0% | 0% | . | ? | 13% | 1% | -4% | -22% | 4%
CSc1ccc(CN2CCN(Cc3ccccc3)C(CCO)C2)cc1 (stereo unspecified) | 18% | 10% | -2% | 1% | 56%[activator] | 7% | -8% | -18% | -13%
O=c1c2cc(F)ccc2[nH]c(=S)n1Cc1ccc(F)cc1 | 38%[activator] | -4% | -2% | 0% | 8% | 2% | -12% | -4% | 12%
CCCCN(C(=O)CSCc1c(C)noc1C)c1c(N)n(CCC)c(=O)[nH]c1=O | 15% | -10% | -3% | -1% | 38%[activator] | -2% | ? | -13% | -4%
COc1ccc(S(=O)(=O)N2CCN(Cc3cccc(F)c3)CC2)cc1 | ? | -1% | . | -8% | 9% | -1% | . | 3.2µM* | .
COC(=O)C1=C(C)N(Cc2ccccc2)C(=NCc2cccc(Cl)c2)N[C@H]1c1ccccc1 | 19% | 3% | -1%&-1% | -2% | 20% | -9% | 29%[12.7 µM] | -28% | -1%&13%
CCOC(=O)c1cc(-c2ccccc2)n(CCC(=O)NCCc2ccccc2)c1C | ? | -1% | 2% | 4% | -27% | -11% | -46%[59 µM] | ? | ?
O=C(N/N=C/c1ccco1)c1cccc(N2CCCC2=O)c1 | 16% | -5% | 0% | 0% | ? | 1% | 18%[59 µM] | -15% | -6%
O=C(CSc1nnc2ccccn12)N1CCc2ccccc2C1 | 35% | i | -2% | -3% | 0% | 5% | ? | -7% | 7%
Cc1csc(=O)n1CC(=O)OC(C)C(=O)Nc1ccc(N(C)C)cc1 (stereo unspecified) | 44% | -1% | . | -13% | 9% | 32%[activator] | . | -29% | .
O=C(C(=O)N1CCOCC1)c1cn(CC(=O)N2CCCCC2)c2ccccc12 | 18% | 14% | -1% | -6% | 24% | 10% | . | -4% | -6%
O=c1c(S(=O)(=O)c2ccccc2)cn(Cc2ccccc2)c2cc(N3CCOCC3)c(F)cc12 | 27% | 9% | -5% | 25% | ? | 11% | -10%[59 µM] | -25% | 3%
Cc1ccc(COc2ccc(-c3cc(C(F)(F)F)n4nc(C)cc4n3)cc2)cc1 | 37%[activator] | 9% | 1% | 6% | -14% | -8% | -19%[59 µM] | 2% | -20%
COc1ccc(CN2CCN(CCCc3ccccc3)C(CCO)C2)cc1OC (stereo unspecified) | 6% | -8% | 4% | 2% | 100%[activator] | 25% | 7%[0.501 µM] | -26% | ?
O=C(c1ccccc1F)N(Cc1cccs1)C1CCS(=O)(=O)C1 (stereo unspecified) | 17% | -3% | 0% | -2% | 151%[activator] | 0% | -11% | -14% | 7%
COc1ccc(-n2nc3c(c2NC(C)=O)CS(=O)(=O)C3)cc1 | 21% | 2% | -1% | 6% | -24% | 0% | -1% | -13% | 2%
CC(=O)c1ccc(N2CCN(S(=O)(=O)c3ccc4c5c3CC(=O)N5CC(C)S4)CC2)cc1 (stereo unspecified) | 17%[57 µM] | -2% | -5% | 3% | 54% | 23% | 45µM* | -18% | -21%[57.1 µM]

Given with the structure last: three of the compounds above.
HP1b chromo inh	Tb PGK inh	BLM helicase inh	Pin1 inh	Pol iota inh	GLS inh	G9a block	JMJD2A Tudor inh	BAZ2B inh	mol
37%[activator]	9%	1%	6%	-14%	-8%	-19%[59 µM]	2%	-20%	Cc1ccc(COc2ccc(-c3cc(C(F)(F)F)n4nc(C)cc4n3)cc2)cc1
6%	-8%	4%	2%	100%[activator]	25%	7%[0.501 µM]	-26%	?	COc1ccc(CN2CCN(CCCc3ccccc3)C(CCO)C2)cc1OC (stereo unspecified)
17%	-3%	0%	-2%	151%[activator]	0%	-11%	-14%	7%	O=C(c1ccccc1F)N(Cc1cccs1)C1CCS(=O)(=O)C1 (stereo unspecified)

Going on with the list.
SMILES | HP1b chromo inh | Tb PGK inh | BLM helicase inh | Pin1 inh | Pol iota inh | GLS inh | G9a block | JMJD2A Tudor inh | BAZ2B inh
COc1ccc(S(=O)(=O)NCCSCc2ccccc2C)cc1Br | 46%[activator] | 8% | -10% | -1% | -1% | 11% | . | -17% | 9%
COc1ccc(Br)cc1CNC(=O)C(C)n1nc(C)n2c(cc3occc32)c1=O (stereo unspecified) | 27% | . | -11% | 55%[activator] | 27% | 6% | 7%[59 µM] | -19% | 0%
O=C(NC1CCN(Cc2ccc(Cl)c(Cl)c2)CC1)c1ccccc1 | 37% | -3% | -2% | -2% | -7% | -17% | ? | -12% | -21%
COc1ccc(-c2nc(-c3ccc4c(c3)OCO4)[nH]c2-c2ccc(OC)cc2)cc1 | ? | i | -6% | 4% | 7% | -2% | -47%[59 µM] | 13µM* | 18µM*
CC(NC(=O)c1cn(C)c2ccc(S(=O)(=O)N3CCCC3)cc2c1=O)c1ccccc1 (stereo unspecified) | 43%[activator] | -1% | -13% | -9% | 25% | -34% | 12% | -12% | -3%
CCc1ccc(S(=O)(=O)c2nnn3c2nc(NC2CCCCCC2)c2sccc23)cc1 | 36% | -3% | 1% | -2% | 27% | 8% | 10%[59 µM] | -11% | -4%
O=c1oc(CCCO)cc2ccc(C#Cc3cccnc3)cc12 | 68%[activator] | -9% | . | -5% | 5% | -1% | . | -11% | .
COc1ccc(NC(=O)CS(=O)(=O)c2cccc(Cl)c2)cc1 | 11% | i | -2% | -9% | 8% | ? | 5% | ? | -16%
Cc1nn(C(C)CC(=O)O)c(C)c1Br (stereo unspecified) | 11% | 8% | 0% | -2% | -10% | 4% | -13% | -2% | 3%
CN(C)S(=O)(=O)c1cc(NC(=O)COC(=O)Cc2ccc(Cl)cc2Cl)ccc1Cl | 26% | 4% | -4% | 8% | 1% | 2% | -12%[59 µM] | -10% | 3%
CCOC(=O)C1=CN(Cc2ccco2)S(=O)(=O)NC1CC (stereo unspecified) | 36% | -10% | . | -4% | -3% | -2% | . | -13% | .
CCOC(=O)c1[nH]c(C)c(C(=O)N2CCc3ccccc32)c1C | -8% | -1% | -1% | 8% | 2% | 11% | -4%[12.7 µM] | -25% | -32%
Cc1ccc(NC(=O)Nn2cnnc2)cc1 | 8% | -2% | -7% | -3% | ? | 9% | 7% | 1% | -16%
CCCSc1nc(O)c(C2OC(=O)c3c2ccc(OC)c3OC)c(=O)n1C (stereo unspecified) | 41%[activator] | -5% | -5% | -13% | ? | 7% | -47%[2.33 µM] | 3%[57.1 µM] | 18%
CN(C)NC(=O)C12CCC(C)(C(=O)O1)C2(C)C (stereo unspecified) | 31% | -6% | -1% | -14% | ? | -1% | 4% | -10% | 2%
CCC1=C(OC(=O)N(CC)CC)N2C(=O)OC(=NCc3ccccc3)[C@]2(C)[C@H]2C1=CC[C@H]1C(=O)N(CC(=O)OC)C(=O)[C@H]12 | 22% | 3% | -7%&-9% | -1% | 4% | 1% | -3%[12.7 µM] | -26% | -6%
CCOC(=O)c1ccc(NC(=O)c2cc(C)nn2-c2ccccc2)cc1 | 32% | -3% | -7% | 0% | -1% | 3% | -17% | -15% | -10%
CC(C)CNC(=O)NC(=O)COc1ncnc2sccc12 | 29% | 0% | -2% | 0% | 7% | -1% | -1% | -12% | -4%[57.1 µM]
COc1ccccc1N(C(=O)CCl)c1cn(C(C)=O)c2ccccc12 | 24% | 5% | -8% | 0% | -10% | 3% | ? | -7% | -20%
O=S(=O)(/N=C(/Nc1nccs1)c1ccc(F)cc1)c1ccccc1 | 20% | -5% | . | 4% | 49%[activator] | -4% | . | ? | .
CN(C)N=Nc1nc2c(c(=O)n(C)c(=O)n2C)n1C | 35%[activator] | i | -1% | 2% | 156%[activator] | 4% | ? | -16% | -1%

Source: PubChem
